Screens deposited in PubChem by several laboratories.
Y pestis TopoI = inhibitors of Yersinia pestis topoisomerase I; actives 0.064% (n = 360,000); activity, % at 10 µM; Y. pestis Topo-I cleavage product accumulation, plate reader; in the data active = activity above about 50%, passing the limit was not always enough; inconclusive = no clear call, values can overlap the other calls; also: inactives centre near 2
BoNT F protease = BoNT F light chain protease inhibition; inhibition, % at 10 µM; Multiplex microsphere protease cleavage assay, flow cytometry; AID 588497; actives 0.22% (n = 360,000); in the data active = inhibition above about 35%, passing the limit was not always enough; inconclusive = no clear call, values can overlap the other calls; also: plate controls were buffer without enzyme for full effect and enzyme alone for no effect
TcdB GH inh = TcdB glycohydrolase inhibition; P18177; TcdB glycohydrolase enzymatic assay, plate reader; inhibition, % at 9.99 µM; actives 0.24% (n = 350,000); in the data active = inhibition above about 10%
BoNT-A LC inh2 = inhibitors of Botulinum neurotoxin A light chain protease | actives 0.17% (n = 360,000) | inhibition, % at 10 µM | multiplex microsphere protease substrate cleavage, flow cytometry; also: plate controls were buffer without enzyme for full effect and enzyme alone for no effect
PfHsp40 yeast = rescue of PfHsp40-mediated yeast toxicity. S. cerevisiae expressing PfHsp40, growth rescue, ATP luminescence. growth rescue, % at 12.5 µM. actives 0.68% (n = 340,000); in the data active = growth rescue above about 28%, passing the limit was not always enough; inconclusive = no clear call, values can overlap the other calls;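 also: yeast W303a lacking pdr1 and pdr3 grown in galactose medium; growth measured after three days at 30 °C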
Anthrax LF prot = anthrax lethal factor protease inhibition | actives 0.12% (n = 360,000) | multiplex microsphere protease cleavage assay, LF | inhibition, % at 10 µM | P15917; also: plate controls were buffer without enzyme for full effect and enzyme alone for no effect
FadD28 binding = blocks FadD28 binding to the bisubstrate probe | fluorescence polarization | inhibition, % at 12.5 µM | actives 0.22% (n = 360,000); in the data active = inhibition above about 8.5%, passing the limit was not always enough; inconclusive = no clear call, values can overlap the other calls
PrPC TRFRET = inhibitors of human cell surface prion protein PrPC | P04156 | TR-FRET read-out | inhibition, % at 13.8 µM | actives 0.43% (n = 370,000); in the data active = inhibition above about 24%; also: 0% = median of the test wells and 100% = reference compound wells
CCHFV vOTU inh = blocks the CCHF virus ovarian tumor domain protease | CCHFV vOTU protease, Pep-AMC fluorescence | inhibition, % at 11.5 µM | actives 0.55% (n = 370,000) | AID 651958; in the data active = inhibition above about 30%; also: 0% = vehicle wells with enzyme and 100% = no enzyme wells
The depositor's hits bear a star; ? = inconclusive; · = no result given; & = joins results of further samples. Rule as the data show it, unless noted: active = inhibition above about 30%; inconclusive = no clear call, values can overlap the other calls; inactive = below that.

SMILES | Y pestis TopoI | BoNT F protease | TcdB GH inh | BoNT-A LC inh2 | PfHsp40 yeast | Anthrax LF prot | FadD28 binding | PrPC TRFRET | CCHFV vOTU inh
COc1ccc(C)cc1S(=O)(=O)N1CCN(Cc2ccccc2)CC1 | -11 | -7 | · | 0.0 | 0.1 | -3 | -4.7 | 8 | 25
O=C(CN1CCCCCC1)Nc1cccc(NC(=O)CN2CCCCCC2)c1 | 7 | · | -0.8 | · | -0.3 | · | -0.5 | 1 | -10
CCOC(=O)C1=C(C)Nc2ccccc2N=C1NC(=O)Cc1ccc(Br)cc1 | -7 | -3 | 1.0 | -0.2 | -0.1 | 1 | -1.4 | 0 | 0
COc1ccc(NS(=O)(=O)c2ccc(N3CCN(CCO)CC3)c([N+](=O)[O-])c2)cc1 | -9 | 8 | -5.0 | 1.5 | -0.8 | -2 | -2.5 | 4 | 6
Cc1ccc(NC(=O)CCN2C(=O)c3ccccc3Sc3ncccc32)cc1 | -8 | -7 | 0.5 | -2.2 | 0.0 | -1 | -0.6 | 15 | -5
CC(NC(=O)c1cc(-c2ccc3c(c2)OCO3)nc2ccccc12)C(C)(C)C (stereo not given) | 2 | -2 | · | 0.7 | -1.7 | 1 | -1.7 | -3 | 1
CCCN(CCC)CCNC(=O)C1c2ccccc2C(=O)N(CCOC)C1c1ccc(F)cc1 (stereo not given) | 2 | 7 | · | 0.8 | -1.3 | -1 | -1.7 | -5 | -8
C#CCn1c(=NC(=O)c2ccco2)sc2cccc(Cl)c21 | 6 | 2 | 1.7 | -0.2 | 0.2 | 0 | -1.1 | -3 | -3
Cc1ccc(Cn2c(C)c(C(=O)NCc3ccccc3C(F)(F)F)sc2=O)cc1 | 31 | -12 | 0.3 | -0.5 | · | -16 | -3.2 | 7 | 24
Cn1c(COc2cccc3ccccc23)nnc1SCC(=O)OC1CCCCC1 | 16 | -5 | 1.1 | -0.4 | -1.0 | -2 | -2.4 | 17 | -2
O=C1C=C(c2ccccc2)C[C@@H](c2ccc3c(c2)OCO3)C1 | -11 | -4 | -0.4 | -0.8 | 3.3 | -7 | -1.7 | -6 | 0
CC1=NN(c2nc(-c3ccc(C)cc3)cs2)C(=O)C1N=Nc1cccc(C)c1 (stereo not given) | -10 | -9 | -0.4 | 0.3 | -0.8 | 0 | -2.7 | 0 | -5
NC(=O)c1ccc(NC(=O)CCCc2nc(-c3ccccc3Cl)no2)cc1 | 6 | -2 | 0.7 | ? | 5.2 | 10 | -0.7 | 4 | 6
COc1ccc(N(C(=O)c2snc(C(N)=O)c2N)C(C(=O)NC2CCCC2)c2cccs2)c(OC)c1 (stereo not given) | 18 | -4 | 1.8 | 1.1 | -0.4 | -2 | -1.0 | -4 | 4
Cc1csc(NC(=O)c2nn(C)c(C)c2[N+](=O)[O-])n1 | 3 | -5 | 0.2 | 0.2 | -1.2 | 2 | -0.1 | -8 | 1
COc1cc2cc(CN(CCO)C(=O)c3cccs3)c(=O)[nH]c2cc1OC | -3 | -2 | · | -1.1 | 1.1 | 0 | -1.3 | 1 | -7
COc1ccccc1CN(C)C(=O)c1cc(-c2cccs2)nc2ccccc12 | 40 | 5 | 1.2 | 0.8 | 1.0 | -2 | -5.1 | -1 | -14
O=C(NCCCCO)c1c(-c2ccccc2)oc2c1C(OCCCCCO)CCC2 (stereo not given) | · | 5 | 0.1 | -0.1 | · | -1 | · | -11 | 14
O=C1COc2ccc(C(=O)COC(=O)c3ccccn3)cc2N1 | 4 | · | 0.9 | · | 1.3 | · | -2.3 | 3 | -11
O=C(NCc1ccccc1)C1=C[C@@H](c2ccc(C(F)(F)F)cc2)C[C@@H](OCCCCO)O1 | 3 | -3 | 0.4&-0.7 | -0.1 | 0.4 | 2 | ? | 0 | 8
Cc1ccccc1NC(=O)CSc1ccc(-c2ccccn2)nn1 | 6 | -2 | 0.8 | 1.1 | 381* | -2 | -2.4 | -5 | -3
CCCc1cc(-c2n[nH]c(=S)n2-c2cccc(C)c2)cs1 | 7 | 0 | 1.1 | -0.9 | 68* | -4 | -4.0 | 11 | 5
Cc1cccc(NC(=O)c2ncn3c2C(=O)NC[C@H]3C)c1 | -4 | -2 | -0.6 | 0.0 | · | -4 | -3.1 | 4 | 2
CCOC(=O)C1(CCCc2ccccc2)CCN(S(C)(=O)=O)CC1 | 30 | -6 | 0.9 | -2.4 | -0.2 | 5 | -0.6 | 0 | 8
CN(C)c1ccc(/C=C2/C(=N\O)C3CCN2CC3)cc1 | -16 | · | -9.3 | · | -1.4 | · | -0.3 | 5 | 5

4 compounds drawn at random from the list so far:
SMILES | Y pestis TopoI | BoNT F protease | TcdB GH inh | BoNT-A LC inh2 | PfHsp40 yeast | Anthrax LF prot | FadD28 binding | PrPC TRFRET | CCHFV vOTU inh
COc1cc2cc(CN(CCO)C(=O)c3cccs3)c(=O)[nH]c2cc1OC | -3 | -2 | · | -1.1 | 1.1 | 0 | -1.3 | 1 | -7
CCOC(=O)C1(CCCc2ccccc2)CCN(S(C)(=O)=O)CC1 | 30 | -6 | 0.9 | -2.4 | -0.2 | 5 | -0.6 | 0 | 8
CCCc1cc(-c2n[nH]c(=S)n2-c2cccc(C)c2)cs1 | 7 | 0 | 1.1 | -0.9 | 68* | -4 | -4.0 | 11 | 5
COc1ccc(C)cc1S(=O)(=O)N1CCN(Cc2ccccc2)CC1 | -11 | -7 | · | 0.0 | 0.1 | -3 | -4.7 | 8 | 25

Next compounds
SMILES | Y pestis TopoI | BoNT F protease | TcdB GH inh | BoNT-A LC inh2 | PfHsp40 yeast | Anthrax LF prot | FadD28 binding | PrPC TRFRET | CCHFV vOTU inh
O=C(Nc1ccc(Cl)cn1)C1CC1 | 3 | -2 | 4.9 | -1.2 | 0.1 | -4 | -1.5 | -1 | 0
Cc1cc(Cc2cc(C)c(N)cc2C)c(C)cc1N | -9 | -10 | 1.3 | -1.7 | -0.6 | -5 | -2.3 | 5 | 6
CCn1c(SCC(=O)c2c(N)n(C3CC3)c(=O)[nH]c2=O)nc2cc(S(N)(=O)=O)ccc21 | 12 | 3 | 1.9 | 0.4 | -0.3 | -8 | -0.7 | -4 | 0
O=C(Nc1cccc(F)c1)c1coc(=O)c(Br)c1 | -2 | -2 | -0.3 | 0.3 | 0.1 | 0 | 1.4 | -2 | -39
Cc1ccc(CN2CCN(C(=O)CC(C)C)CC2)cc1 | -1 | · | 0.3 | · | 0.9 | · | 0.5 | 12 | -3
CCOc1ccc(CCN2C(=O)C(=O)N([C@@H](Cc3ccc(O)cc3)CN3CCC[C@H]3CN3C(=O)C(=O)NC[C@@H]3Cc3ccc(O)cc3)C[C@@H]2Cc2ccc(O)cc2)cc1 | · | -8 | 0.8 | 0.3 | · | 2 | · | 3 | -4
CN(CCO)c1ncnc2nc[nH]c12 | 0 | -9 | 0.2 | -1.0 | 0.4 | 4 | -1.1 | -1 | -2
CCN1CCCC1CNC(=O)c1ccc2c(=O)n(CCOC)c(=O)[nH]c2c1 (stereo not given) | 2 | 1 | · | 0.4 | -1.8 | -1 | -5.1 | 1 | -24
CC(C)C1C(=O)N(Cc2cn(CC3CCCCC3)nn2)CCS(=O)(=O)N1Cc1ccc(-c2cccc(CO)c2)cc1 (stereo not given) | 9 | -3 | 0.6 | -0.4 | · | -11 | -3.3 | -9 | 10
CN(c1ccccc1)S(=O)(=O)c1ccc(NC(=O)c2ccco2)cc1 | -6 | -16 | 0.7 | -1.7 | 1.5 | -2 | -3.7 | 6 | 3
COc1ccc(-c2noc(C)c2-c2ccc3ccccc3n2)c(O)c1 | 5 | 8 | · | -0.3 | 2.5 | 0 | -5.1 | 5 | -4
COc1cc2c(cc1OC)CN(CC(=O)Nc1ccccc1C#N)CC2 | 8 | 3 | · | 0.3 | 7.4 | 3 | -4.8 | 0 | -9
COc1ccc(NS(=O)(=O)c2ccc3ccccc3c2)c2ncccc12 | 2 | 8 | -0.4 | 0.2 | 0.1 | -2 | -1.0 | 4 | 4
Cc1cc(-n2c(C)cc(C(=S)N3CCOCC3)c2C)ccc1Br | 27 | -6 | 0.1 | -0.3 | 0.7 | 0 | 0.2 | 0 | -3
COc1cc(Cl)ccc1OCc1cc(C(=O)N2C[C@@H]3CCC[C@H]2C3)no1 | 42 | 1 | 0.4 | 2.8 | 0.4 | 5 | 0.2 | 6 | 0
COc1ccc(C2=C(CN(C)C)C(c3ccccc3)c3ccccc3O2)cc1 (stereo not given) | -2 | 0 | · | -0.3 | 0.0 | -3 | -2.4 | -3 | 19
CC(/C=C1\SC(=S)N(NC(=O)c2ccc(O)cc2)C1=O)=C\c1ccccc1 | -24 | 8 | 1.1 | 4.4 | 1.4 | 2 | 2.8 | 7 | -3
Cc1cc(O)cc(O[C@H]2OC(CO)[C@H](O)[C@@H](O)[C@H]2O)c1 (stereo not given in full) | 3 | -11 | -0.6 | -0.1 | -1.8 | -1 | 0.2 | 0 | -6
O=C(Nc1cnccn1)Nc1ccc(Cl)cc1Cl | -5 | 1 | · | 0.6 | 1.3 | 1 | -0.5 | 12 | 15
O=C(CCCCCNC(=O)N1CCn2c1nc1ccccc12)N[C@@H](Cc1ccccc1)C(=O)O | 5 | -16 | 0.4 | -0.8 | 24 | -4 | 0.1 | 0 | 5
Cc1nc(SCC(=O)NCCc2ccccc2)c2c(=O)n(C)c(=O)n(C)c2n1 | -1 | 3 | 0.4 | 1.7 | -1.4 | 5 | 0.8 | -6 | -1
CCOC(=O)c1sc2nccc(OC)c2c1N=CNOC | 8 | -7 | 0.7 | 1.0 | -0.8 | 2 | -1.5 | 12 | 2
O=C(c1cccc(C(F)(F)F)c1)C1CCCN(C(=O)c2cc(C3CC3)[nH]n2)C1 (stereo not given) | 5 | 2 | -0.6 | -1.4 | 0.3 | 2 | -3.8 | 4 | 10
CC(=Nc1ccccc1)C1=C(O)COC1=O | 3 | 5 | 1.3 | -0.6 | -1.2 | 0 | -2.6 | -5 | -10
O=C(NC1CCN(C(=O)NC2CCCCC2)CC1)c1cccc(F)c1 | 1 | -2 | -0.2 | -0.1 | -1.0 | 0 | -1.3 | -1 | 7
Further entries:
SMILES | Y pestis TopoI | BoNT F protease | TcdB GH inh | BoNT-A LC inh2 | PfHsp40 yeast | Anthrax LF prot | FadD28 binding | PrPC TRFRET | CCHFV vOTU inh
COc1ccc(/C=C/c2c(-c3ccc(OC)cc3)sc3cc(OC)c(OC)cc23)cc1 | -3 | -4 | 0.2 | 0.0 | 1.2 | -3 | -0.6 | -1 | 14
COC(=O)/C=C1\NCCNC1=O | 6 | ? | -1.6 | ? | -0.1 | 5 | -3.0 | -12 | -4
CCC1(C)Cc2ccccc2-c2nc(NCCCO)[nH]c(=O)c21 (stereo not given) | 15 | -10 | 2.5 | -0.2 | -0.9 | -1 | -2.9 | 11 | -158
COCn1c(-c2ccc(OC)cc2)nc2ccccc21 | 2 | 0 | · | 0.3 | -0.4 | -1 | -5.5 | -2 | 1
CCOc1ccc(Oc2ccc(Cl)cc2N)cc1 | 5 | -5 | 0.3 | -0.8 | 0.2 | -3 | -1.1 | 0 | 2
Cc1cc(C)n(C(=O)c2c([N+](=O)[O-])c(C)nn2C)n1 | 0 | -4 | · | -3.6 | 2.5 | -1 | -2.0 | -3 | 2
O=c1c(-c2ccc(O)cc2O)coc2cc(O)cc(O)c12 | -7 | -3 | 1.9 | 0.3 | -1.7 | -4 | 2.2 | -4 | 4
COCCN(C(=O)COC(=O)Cc1ccccc1)c1c(N)n(Cc2ccccc2)c(=O)[nH]c1=O | -2 | 0 | 0.4 | 1.0 | -1.1 | 1 | 0.3 | -3 | -4
CC1=C(C#N)C(c2ccccc2)C2=C(N1)c1ccccc1C2=O (stereo not given) | -5 | -7 | -0.2 | -0.4 | 0.9 | -4 | 0.1 | -46 | -1
CCOC(=O)CN1CC23C=CC(O2)C(C(=O)Nc2ccc(C(C)=O)cc2)C3C1=O (stereo not given) | 4 | 4 | 0.6 | 0.1 | -1.4 | -2 | -0.4 | 1 | 2
COc1ccc(CCNC(=O)c2ccc(CNS(=O)(=O)c3cc(C)ccc3C)cc2)cc1OC | 3 | -7 | · | 0.1 | -0.9 | -13 | -10 | 2 | 9
N#CCCN1CCN(C(CNS(=O)(=O)c2ccc(Cl)cc2)c2ccccc2)CC1 (stereo not given) | 13 | -7 | · | 0.2 | -1.7 | -6 | -0.3 | -4 | 7
O=C(COC(=O)CCc1nc2ccccc2s1)Nc1cccc(S(=O)(=O)N2CCOCC2)c1 | 22 | 2 | · | -1.5 | -0.6 | -26 | -2.8 | 5 | 0
